PME-1 inh: PME-1 (human) inhibition; recombinant PME-1, FP-Rh probe fluorescence polarization; Q9Y570; AID 2130; hit rate 0.53% among 320,000; inhibition, % at 5.9 µM;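 active = inhibition above the campaign mean of all compounds plus 3 SD, cut at about 26% in these data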;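 also: competitive labeling of PME-1 active site by serine hydrolase directed probe; 0% = PME-1 with DMSO and 100% = wells lacking PME-1 enzyme; inhibitors block probe labeling so polarization falls and inhibition rises; many of its hits are not listed in these tables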
PAFAH1B3 FP inh: inhibitors of human PAFAH1B3. Q15102. AID 492972. recombinant PAFAH1B3, FP-rhodamine probe, fluorescence polarization. hit rate 0.28% among 340,000. inhibition, % at 3.39 µM;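 active = inhibition above the screen-wide average of all tested compounds plus 3 SD, cut at about 25% in these data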;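 also: 0% = enzyme with DMSO only and 100% = wells lacking PAFAH1B3 protein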
PAD4 FP inh: inhibitors of human PAD4 | hit rate 0.41% among 330,000 | recombinant PAD4, RCA probe fluorescence polarization | inhibition, % at 6.36 µM | Q9UM07;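 active = percent inhibition above a cutoff equal to the mean of all tested compounds plus 3 SD, cut at about 15% in these data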;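 also: 0% = PAD4 with RCA probe and DMSO and 100% = probe without PAD4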
GSTO1 counter: GSTO1 inhibition, counter-screen for RBBP9 inhibitors; recombinant GSTO1, activity-based probe fluorescence polarization; hit rate 1.1% among 300,000; AID 1974; inhibition, % at 5.96 µM;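 active = inhibition above the campaign mean inhibition plus 3 SD, cut at about 35% in these data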;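 also: 0% = GSTO1-1 with DMSO and 100% = wells lacking GSTO1-1 enzyme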
PAFAH1B2 inh: PAFAH1B2 (human) inhibition. P68402. recombinant PAFAH1B2, FP-rhodamine activity probe, fluorescence polarization. inhibition, % at 3.39 µM. hit rate 1.2% among 340,000. AID 492953;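 active = inhibition above the mean of all tested compounds plus 3 SD, cut at about 24% in these data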;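 also: 0% = enzyme with DMSO and 100% = wells lacking PAFAH1B2; many of its hits are not listed in these tables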
Target sequence (P68402 whole entry, looked up): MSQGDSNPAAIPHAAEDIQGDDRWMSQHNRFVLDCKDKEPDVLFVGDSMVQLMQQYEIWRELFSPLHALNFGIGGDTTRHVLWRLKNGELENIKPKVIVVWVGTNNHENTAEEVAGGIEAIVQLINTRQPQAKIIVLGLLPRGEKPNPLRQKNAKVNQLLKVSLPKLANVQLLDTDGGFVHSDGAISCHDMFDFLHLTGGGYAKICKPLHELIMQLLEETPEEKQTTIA
Fam108B counter: Fam108B inhibition, counter-screen for RBBP9 inhibitors; recombinant Fam108B, FP-Rh probe fluorescence polarization; inhibition, % at 9.51 µM; hit rate 0.33% among 300,000;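 active = inhibition above the screen mean inhibition plus 3 SD, computed separately per campaign, cut at about 18% in these data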;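 also: inhibitors lower polarization as less probe binds the enzyme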
PAFAH2 inh: inhibitors of human PAFAH2 | Q99487 | recombinant PAFAH2, FP-rhodamine activity probe, fluorescence polarization | inhibition, % at 3.39 µM | hit rate 0.99% among 340,000;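 active = inhibition above the mean over all tested compounds plus 3 SD, cut at about 30% in these data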;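 also: inhibitors block probe labeling of enzyme so polarization drops; 0% = enzyme with DMSO and 100% = wells lacking PAFAH2 protein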
pPAFAH FP inh: pPAFAH (human) enzyme inhibition. inhibition, % at 3.39 µM. hit rate 1.5% among 330,000. recombinant pPAFAH, FP-rhodamine probe fluorescence polarization. Q13093;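 active = inhibition above the mean inhibition across the screen plus 3 SD, cut at about 25% in these data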;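 also: inhibitors block binding of the rhodamine activity-based probe so polarization drops; 0% = enzyme with DMSO and 100% = wells lacking pPAFAH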
Target sequence (Q13093 whole entry, looked up): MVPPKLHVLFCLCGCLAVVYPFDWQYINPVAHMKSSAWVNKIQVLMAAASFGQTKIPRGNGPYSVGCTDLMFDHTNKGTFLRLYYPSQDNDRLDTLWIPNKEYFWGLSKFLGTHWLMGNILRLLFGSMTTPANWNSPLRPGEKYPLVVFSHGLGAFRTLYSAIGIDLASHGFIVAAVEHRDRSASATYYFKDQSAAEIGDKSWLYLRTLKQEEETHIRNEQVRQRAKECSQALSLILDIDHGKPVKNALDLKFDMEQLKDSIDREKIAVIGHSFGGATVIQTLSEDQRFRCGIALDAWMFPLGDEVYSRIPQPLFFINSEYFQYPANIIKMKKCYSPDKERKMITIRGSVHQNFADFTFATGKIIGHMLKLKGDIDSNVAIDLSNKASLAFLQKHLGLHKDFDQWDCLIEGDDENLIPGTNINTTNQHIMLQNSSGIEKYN
LYPLA1 counter: counter-screen for PME1 inhibitors: inhibitors of human LYPLA1. O75608. recombinant LYPLA1, FP-Rh probe fluorescence polarization. inhibition, % at 5.9 µM. hit rate 0.16% among 320,000. AID 2174;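 active = inhibition above the mean of all tested compounds plus 3 SD, set per campaign, cut at about 14% in these data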;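 also: inhibitors block serine hydrolase probe labeling of LYPLA1 so polarization falls; 0% = enzyme with DMSO and 100% = wells lacking LYPLA1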
Target sequence (O75608 whole entry, looked up): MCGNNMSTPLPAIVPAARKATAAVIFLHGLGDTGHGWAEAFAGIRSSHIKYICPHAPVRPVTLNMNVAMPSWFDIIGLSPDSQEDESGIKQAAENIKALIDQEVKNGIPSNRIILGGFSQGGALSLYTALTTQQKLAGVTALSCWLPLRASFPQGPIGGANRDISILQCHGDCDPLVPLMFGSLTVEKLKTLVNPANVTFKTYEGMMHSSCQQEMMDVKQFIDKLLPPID
The depositor's hits bear a star; . = no result given. These rows are one share of the data; rates above refer to the full screens.

SMILES	PME-1 inh	PAFAH1B3 FP inh	PAD4 FP inh	GSTO1 counter	PAFAH1B2 inh	Fam108B counter	PAFAH2 inh	pPAFAH FP inh	LYPLA1 counter
CC(=O)Cc1nnn(-c2cc(C)on2)n1	3	.	0	-3	.	-1	.	0	-1
CC(=O)c1ccc(NC(=O)C(C)NCc2ccc(Cl)cc2)cc1 (centres undefined)	-6	10	-3	-5	-2	-2	-3	7	-1
CN(CC(=O)Nc1ccc(F)cc1)C(=O)CN1C(=O)NC2(CCCc3ccccc32)C1=O (centres undefined)	2	2	0	6	4	-4	2	2	-1
Cc1cc(-c2ccccc2)nc(=O)[nH]1	2	12	4	2	1	4	3	1	-1
CCOC(=O)C1(Cc2ccccc2)CCN(C2Cc3ccccc3C2)CC1	-3	5	-1	0	0	-4	33*	7	-3
C/C(=N\NC(=O)COc1c(C)cccc1C)c1cccs1	4	1	4	9	5	-4	9	-1	1
COc1cccc(CNS(=O)(=O)c2ccc(-n3cnnn3)c(C)c2)c1	3	-2	1	1	6	-3	2	-2	0
CCCCCCn1c(SCC(=O)OC)nc2c1c(=O)[nH]c(=O)n2C	3	-2	1	2	5	3	1	5	-1
COc1cccc(Sc2ccccc2CN(C)C)c1	-2	4	-1	1	4	-2	3	5	2
Cc1ccc(S(=O)(=O)N2CCN(C(=O)C3=COCCO3)CC2)cc1C	5	-2	-1	14	-3	-4	-3	3	2
O=Cc1cn(CC(=O)N2CCCCC2)c2ccccc12	-1	11	-1	7	2	3	-6	0	-3
Cc1cccc(CCNS(=O)(=O)c2ccc3c(c2)CCN3C(=O)CCC(=O)O)c1	-4	4	0	30	0	2	-1	4	1
CCS(=O)(=O)c1nc(S(=O)(=O)c2ccc(C)cc2)c(N2CCC(O)CC2)s1	1	11	5	0	-2	-1	4	-3	1
Cc1cc(C)cc(N(C(=O)c2snc(C(N)=O)c2N)C(C(=O)NCC2CCCO2)c2cccs2)c1 (centres undefined)	-3	.	2	3	.	0	.	8	-2
CCN(CC)C(=O)C(=O)c1cccn1-c1cccc(OC)c1C#N	-2	-2	-3	-2	6	0	10	3	-3
CNC(=S)N1CCc2sccc2C1C (centres undefined)	5	9	4	6	4	0	5	3	4
Cc1ccccc1Oc1ncnc(N)c1[N+](=O)[O-]	4	7	-2	5	0	-2	-6	7	0
COc1ccc(NC(=O)Cn2cnc3c(oc4nc5c(cc43)COC(C)(C)C5)c2=O)cc1	-4	0	-2	-12	1	-1	3	2	0
CC(=O)Oc1cc2oc(=O)c3c(c2cc1Cl)CCC3	0	6	3	3	-2	0	3	4	1
Cc1onc(-c2ccccc2Cl)c1C(=O)Nc1nnc(-c2cccc([N+](=O)[O-])c2)s1	2	-4	2	-3	6	0	8	14	-1
Cc1ccc(C)c(CN2CCC(CNC(=O)CCc3nnc4ccc(N5CCCCC5)nn34)CC2)c1	-1	-3	-1	-7	0	0	2	6	1
Cc1cccc(N2C(=O)CC(n3ccnc3)C2=O)c1C (centres undefined)	5	4	0	10	0	1	3	1	-5
CC(C)[C@H](NC(=O)c1ccccc1)C(=O)Nc1cccc(S(=O)(=O)N2CCOCC2)c1	1	6	2	.	2	.	7	1	0
COc1ccc(S(=O)(=O)N2CCN(C(=O)c3cc4c(s3)CCC4)CC2)cc1	.	13	1	.	6	.	25	43*	.
Cc1cccc(NC(=O)C2CCN(S(=O)(=O)c3cccc4cccnc34)CC2)c1	5	8	0	3	-2	0	7	4	-2
Going on with the list:
SMILES	PME-1 inh	PAFAH1B3 FP inh	PAD4 FP inh	GSTO1 counter	PAFAH1B2 inh	Fam108B counter	PAFAH2 inh	pPAFAH FP inh	LYPLA1 counter
COCCn1c(SCC(=O)NCC2CCCO2)nc2c([nH]c3ccccc32)c1=O (centres undefined)	3	3	1	1	-1	7	0	2	-2
N#Cc1ccsc1NC(=O)CCN1CCN(C(c2ccccc2)c2ccccc2)CC1	-1	9	2	5	3	-2	-5	4	1
CCCN(CC1CC1)C(=S)Nc1ccc(C(C)=O)cc1	0	3	1	0	6	4	6	2	2
CCOC(=O)C(=O)NNc1ccccc1C	2	6	-3	1	2	-1	-1	3	-2
CCCn1nc([N+](=O)[O-])c(C(C#N)c2nc3ccccc3s2)c(Cl)c1=O (centres undefined)	36*	14	19*	66*	15	31*	60*	56*	-1
Cc1nn(CC(=O)N2CCCCC2)c(=O)c2nn(-c3ccccc3)c(C)c12	-3	5	-3	-6	4	1	1	0	1
Cc1cnc(C(=O)OCC(=O)Nc2ccc(OCc3ccccc3)cc2)cn1	-5	2	-3	.	4	.	5	3	-1
CCN(CC(N)=O)S(=O)(=O)c1ccc(Br)cc1	1	-8	1	15	4	-4	3	1	-1
COc1ccc(-n2c(SCC(=O)NCc3ccco3)nnc2-c2c[nH]c3ccccc23)cc1	7	-5	0	-1	-1	-1	-3	8	-1
COc1ccc(/C=N/NC(=O)CCn2cnc3ccccc32)cc1	1	.	7	8	.	1	.	2	-2
CN1CCN(S(=O)(=O)c2cccc(C(=O)N(C)C(c3ccccc3)c3ccccc3)c2)CC1	2	6	2	7	3	3	5	1	3
C=CCn1c(SCC(=O)Nc2cccc(S(=O)(=O)N(C)c3ccccc3)c2)nnc1C1CC1	5	-1	1	-3	6	1	6	6	3
CC12CCC(C(=O)Nc3ccc(SC(F)F)cc3)(CC1=O)C2(C)C (centres undefined)	-4	4	7	5	0	0	4	0	1
CC(C)Oc1ccc(C2CC(=O)N(c3cccc(/C=C/C(=O)O)c3)C2=O)cc1 (centres undefined)	-7	0	-3	1	11	1	3	2	-2
S=C(NCC1CCCO1)Nc1ccc(Cl)c(Cl)c1 (centres undefined)	-12	4	-5	5	-2	-6	0	3	-5
O=C(COC(=O)CC1CC2CCC1C2)Nc1ccc(Cl)c(S(=O)(=O)N2CCOCC2)c1 (centres undefined)	8	-3	0	.	5	.	69*	9	-3
Cc1ccc2c(c1C)NC(=O)CC(c1ccccc1O)=N2	3	7	-2	9	-1	1	-7	2	-1
Cc1ccc(OCC(=O)Nc2ccc(N3CCN(S(C)(=O)=O)CC3)cc2)cc1C	-8	2	-5	-1	0	3	-5	-3	3
Cc1ccc(-n2nc3c(c2NC(=O)c2ccc4c(c2)OCO4)CS(=O)(=O)C3)c(C)c1	0	6	-4	5	0	1	-1	6	-1
CCCCc1cc(=O)oc2cc(C)c(CN3CCCC3)c(O)c12	-3	5	-2	-5	1	1	16	30*	-6
CCN(CC)C(=O)CSc1nc(C)cc(-c2cccs2)c1C#N	2	9	6	6	2	3	11	0	0
CC(=O)c1cc(F)c(N2CCN(C(=O)COc3ccccc3F)CC2)cc1C	-4	4	5	6	-1	-4	-3	5	-4
COc1cccc(-n2nnc3c(=O)n(CC(=O)N4CCC(C)CC4)cnc32)c1	2	1	5	-9	1	1	5	-1	3
CCC(C)[C@H](NC(=O)Nc1ccc2c(c1)OCCO2)C(=O)O (some centres undefined)	0	0	0	4	2	1	0	-3	1
O=C(COc1ccccc1[N+](=O)[O-])Nc1ccc2oc(=O)ccc2c1	0	9	0	5	2	-5	1	2	0
(cont.)
SMILES	PME-1 inh	PAFAH1B3 FP inh	PAD4 FP inh	GSTO1 counter	PAFAH1B2 inh	Fam108B counter	PAFAH2 inh	pPAFAH FP inh	LYPLA1 counter
CC(=O)c1ccc(Cl)c(Cl)c1Cl	14	-2	4	.	0	.	16	0	0
COC(=O)/C=C1\C(=O)N(c2nc3ccccc3s2)C(=S)N1c1ccc(F)cc1	-5	-2	1	2	-5	-5	-2	-11	-3
CCCCSc1cnn(-c2ccccc2)c(=O)c1SCCCC	-8	0	-1	-3	4	1	-1	4	-1
CSc1nnc(C)c(=O)n1COC(=O)c1cc(Cl)ccc1[N+](=O)[O-]	3	1	2	14	1	9	-5	4	-1
Cc1nnc(NC(=O)CSc2nnc(CC(=O)Nc3ccccc3F)n2C)s1	0	6	6	8	1	0	3	-4	0
O=C(Nc1cccnc1Cl)c1cc2c(s1)-c1ccccc1OC2	-14	8	1	2	0	-3	9	3	-5
CCC(=O)NC(=S)Nc1ccc(NC(=O)c2ccc([N+](=O)[O-])cc2)cc1	-4	5	-3	-2	-11	-4	-10	-13	-12
Cn1nnc(NCc2cc(Br)ccc2OCc2cccs2)n1	-5	1	-8	-12	1	-5	0	-4	1
COc1ccc(OC)c(C2SCCN2S(=O)(=O)c2cccc(C(F)(F)F)c2)c1 (centres undefined)	11	3	3	1	1	-1	7	1	2
COC(=O)c1cn(NC(=O)c2ccncc2)c(=O)c2ccccc12	0	8	-2	5	7	-5	9	0	-3
Clc1cccc(Cl)c1CSc1nnc2ccccn12	-1	2	3	3	7	-2	6	1	-1
Cc1ccc(NC(=O)CSc2nnc(-c3ccoc3C)n2CCCN(C)C)cc1Cl	-2	-4	0	-3	0	0	-15	-4	1
Clc1cc2nc(-c3cccnc3Cl)[nH]c2cc1Cl	-18	2	-6	-8	1	0	-1	0	-13
O=C(O)c1ccc(/C=N/NC(=O)C2CC2(c2ccccc2)c2ccccc2)cc1 (centres undefined)	-2	.	-2	-3	.	2	.	-2	-2
Cc1ccc(C)c(NC(=O)CCN2CCCCC2)c1	-4	6	-1	3	8	-1	7	0	1
CCOC(=O)C(O)(CC(=O)c1ccc(OC)cc1)C(F)(F)F (centres undefined)	0	0	-12	-1	2	-3	-3	2	4
CCNc1nc(-c2cc3ccccc3o2)cs1	7	2	-5	0	5	4	5	4	-1
CC1(C)O[C@@H]2C[C@H]3[C@@H]4CCC5=CC(=O)C=C[C@]5(C)[C@@]4(F)[C@@H](O)C[C@]3(C)[C@]2(C(=O)CO)O1	-5	4	-2	1	0	-4	2	-2	-1
Cc1cc(C(=O)COC(=O)C2CC2)c(C)n1-c1ccc(F)cc1	2	-2	1	5	4	-2	44*	13	0
O=C1N/C(=C/c2ccsc2)C(=O)N1c1ccccc1	-3	6	3	3	7	2	-2	-1	-4
CCOC(=O)c1cccc(C2=CC(=O)CC(C)(C)C2)c1	0	16	-5	.	6	.	1	1	4
Cc1ccccc1C(=O)NC1CCN(CC(=O)Nc2ccccc2Cl)CC1	4	-4	-4	0	4	1	-3	2	2
CN(C)C(=O)COC(=O)c1cccc(S(=O)(=O)N2CC3(C)CC2CC(C)(C)C3)c1 (centres undefined)	0	-3	0	.	16	.	2	1	-4
CCn1c(COc2cccc(OC)c2)nnc1SCC(=O)Nc1ccccc1C(=O)OC	1	10	-2	6	2	-3	-3	-2	-3
NC(=O)NC(=O)COC(=O)/C=C/c1cccc(Br)c1	4	-2	0	0	1	3	1	-2	-1
Cc1ccccc1-c1nc(CS(=O)(=O)CC(=O)NCCc2ccccc2)c(C)o1	-4	3	2	6	4	3	4	11	0
CC(=O)c1cccc(S(=O)(=O)Nc2ccc3nc(C)sc3c2)c1	-3	4	0	6	0	-1	6	6	1
O=C(Oc1cccc(-n2cnnn2)c1)C1CCCCC1	-1	3	-6	-5	-2	1	-1	5	3
O=C(Cn1nc(-c2ccc3c(c2)OCCO3)ccc1=O)Nc1ccc(N2CCOCC2)cc1	-5	.	0	-2	.	0	.	-1	3
Cc1cccc(-n2c(O)c(C=Nc3ccccc3N)c(=O)[nH]c2=O)c1	2	4	-5	6	4	-1	-3	8	-3

Shown as a hit in pPAFAH FP inh, of those listed so far:
compound	PME-1 inh	PAFAH1B3 FP inh	PAD4 FP inh	PAFAH1B2 inh	PAFAH2 inh	pPAFAH FP inh
COc1ccc(S(=O)(=O)N2CCN(C(=O)c3cc4c(s3)CCC4)CC2)cc1	.	13	1	6	25	43*
CCCn1nc([N+](=O)[O-])c(C(C#N)c2nc3ccccc3s2)c(Cl)c1=O (centres undefined)	36*	14	19*	15	60*	56*
CCCCc1cc(=O)oc2cc(C)c(CN3CCCC3)c(O)c12	-3	5	-2	1	16	30*

High-throughput results from PubChem.
